Source: PubChem
KLK7 zymogen act: proKLK7 (human) activation, primary screen; P49862; purified proKLK7, EDANS-DABCYL substrate fluorescence; 100% is mature enzyme control, 0% vehicle; activation, % at 7 µM; actives 0.9% (n = 370,000);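 active means activation above the mean of all tested compounds plus 3 SD, computed per campaign excluding outliers beyond control limits, cut at about 13% in these data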
MBD2 inh: blocks human MBD2 binding to methylated DNA. actives 0.31% (n = 370,000). inhibition, % at 4.4 µM. TR-FRET, MBD2 binding to methylated oligonucleotide. Q9UBB5. AID 686964; in the data active means inhibition above about 13%
DDE Tn6 FP inh: inhibitors of Tn6 peptide binding to human fibrin DD(E); P02675; Fibrin DD(E) TRITC-Tn6 fluorescence polarization displacement; inhibition, % at 8.3 µM; actives 0.21% (n = 370,000); AID 720509;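 active means inhibition above a per-campaign cutoff: mean of compounds within control limits plus 3 SD, cut at about 15% in these data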;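 further: 0% = median of all compound wells on the plate and 100% = blocking peptide control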
PLCb3 inh: inhibitors of human phospholipase C beta3; Purified PLC-beta3, fluorogenic substrate, fluorescence; inhibition, % at 12.2 µM; actives 0.18% (n = 370,000); in the data active means inhibition above about 11%;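 further: 0% = median of compound wells on plate and 100% = full blocker control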
PLCg1 inh: PLC-gamma1 (human) inhibition, primary screen; P19174; purified PLC-gamma1, fluorogenic substrate, fluorescence; inhibition, % at 12.2 µM; actives 0.84% (n = 370,000); AID 720700; in the data active means inhibition above about 9.5%
Target sequence (P19174 whole entry, looked up): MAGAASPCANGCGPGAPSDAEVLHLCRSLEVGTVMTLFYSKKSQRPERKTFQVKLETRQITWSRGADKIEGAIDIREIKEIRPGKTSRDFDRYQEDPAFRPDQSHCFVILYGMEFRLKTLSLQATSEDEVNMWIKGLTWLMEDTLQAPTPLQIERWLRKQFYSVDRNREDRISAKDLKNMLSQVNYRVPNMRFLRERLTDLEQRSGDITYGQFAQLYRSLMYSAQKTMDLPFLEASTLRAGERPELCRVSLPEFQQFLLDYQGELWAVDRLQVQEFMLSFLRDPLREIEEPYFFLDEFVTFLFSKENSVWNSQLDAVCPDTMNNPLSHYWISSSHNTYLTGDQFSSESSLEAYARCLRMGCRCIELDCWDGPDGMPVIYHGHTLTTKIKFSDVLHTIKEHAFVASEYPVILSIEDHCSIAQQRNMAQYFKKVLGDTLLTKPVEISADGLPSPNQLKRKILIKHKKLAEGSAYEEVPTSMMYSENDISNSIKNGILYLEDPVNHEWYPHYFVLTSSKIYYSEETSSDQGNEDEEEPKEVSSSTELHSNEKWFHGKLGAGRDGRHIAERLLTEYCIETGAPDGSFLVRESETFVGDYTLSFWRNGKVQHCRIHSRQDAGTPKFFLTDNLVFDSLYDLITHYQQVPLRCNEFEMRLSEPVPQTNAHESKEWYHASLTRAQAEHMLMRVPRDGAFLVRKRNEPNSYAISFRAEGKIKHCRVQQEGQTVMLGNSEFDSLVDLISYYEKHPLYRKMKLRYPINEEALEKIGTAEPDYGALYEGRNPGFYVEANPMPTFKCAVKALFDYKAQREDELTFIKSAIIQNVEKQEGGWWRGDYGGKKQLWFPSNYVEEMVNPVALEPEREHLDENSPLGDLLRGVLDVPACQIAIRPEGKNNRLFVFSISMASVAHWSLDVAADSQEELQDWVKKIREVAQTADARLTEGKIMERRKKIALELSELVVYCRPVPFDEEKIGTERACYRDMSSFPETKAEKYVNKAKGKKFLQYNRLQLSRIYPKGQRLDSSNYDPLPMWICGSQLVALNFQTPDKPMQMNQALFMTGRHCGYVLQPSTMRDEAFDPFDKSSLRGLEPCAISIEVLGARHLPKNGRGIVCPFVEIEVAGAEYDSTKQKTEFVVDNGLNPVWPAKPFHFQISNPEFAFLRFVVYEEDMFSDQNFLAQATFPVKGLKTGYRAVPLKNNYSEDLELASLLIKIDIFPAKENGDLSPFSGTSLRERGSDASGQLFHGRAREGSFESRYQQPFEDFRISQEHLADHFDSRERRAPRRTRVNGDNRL
ARFGAP1 inhibitor: rat ARFGAP1 inhibition. Arfgap1-stimulated ARF1 GTP hydrolysis, GDP FP detection. Q62848. actives 0.26% (n = 360,000). inhibition, % at 16.5 µM;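 active means inhibition above a per-plate limit, mean inhibition of low control wells plus 3 SD, cut at about 25% in these data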;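 further: 0% = DMSO wells with enzyme and 100% = wells lacking Arfgap1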
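System: truncated rat Arfgap1 GAP domain / Benchmarks: high control wells lacking Arfgap1, low control full reaction with DMSO / Times: compound-enzyme preincubation 20 min, reaction 120 min, detection 60 min, 25 °C / Repeats: one replicate per compound / Also added: human ARF1(Δ1-17)-GTP substrate / Measured by: Tracer-displacement fluorescence polarization with EDTA stop, 620/688 nm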
DDE Tn7 FP inh: disrupts Tn7 cyclic peptide binding to fibrin D-Dimer-E complex; P02675; FP displacement of FITC-Tn7 peptide from fibrin DD(E); 0% = median of compound wells per plate; inhibition, % at 8.3 µM; actives 0.13% (n = 370,000);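 active means inhibition above the mean of compounds falling within the control limits plus 3 SD of them, cut at about 14% in these data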;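 further: 0% = plate median of compound wells and 100% = 10 µM Aha-Tn7 peptide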
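Also added: labelled Tn7 tracer, 0.1 µM; Assay system: human fibrin DD(E) protein; Amount: 2 µM fibrin DD(E); Schedule: 10 min compound pre-incubation, 3 h probe incubation at room temperature; Repeats: one replicate per compound; Read-out basis: percent inhibition; Measured by: fluorescence polarization of the labelled Tn7 tracer.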
ASAP1 inh: ASAP1 ArfGAP inhibition. inhibition, % at 16.5 µM. actives 0.19% (n = 360,000). Q9ULH1. ASAP1-stimulated ARF1 GTP hydrolysis, GDP FP detection; in the data active means inhibition above about 25%;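 further: 0% = vehicle with enzyme and substrate and 100% = no enzyme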
UHRF1 binding: UHRF1 methyl-DNA binding inhibition | Q96T88 | UHRF1 binding to methylated oligo, TR-FRET | inhibition, % at 4.4 µM | actives 0.75% (n = 370,000) | AID 687016; in the data active means inhibition above about 21%;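 further: UHRF1 SRA domain binding a hemimethylated CpG hairpin DNA probe; 0% = median of test compound wells and 100% = reference inhibitor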
ADAM17 inh: ADAM17 inhibition, QFRET primary screen; P78536; inhibition, % at 6.95 µM; actives 0.83% (n = 370,000); recombinant ADAM17, EDANS/DABCYL FRET peptide cleavage;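 active means inhibition above the mean of compounds lying between control limits plus 3 SD, set per campaign, cut at about 8.5% in these data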;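 further: 0% = DMSO-only wells as the low control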
Active calls of the source: *.

`CN1/C(=C/C(=O)C2CCC2)Sc2ccccc21` gave KLK7 zymogen act 0.7, MBD2 inh -1, DDE Tn6 FP inh -7, PLCb3 inh 10, PLCg1 inh 11*, ARFGAP1 inhibitor -12, DDE Tn7 FP inh -11, ASAP1 inh -7, UHRF1 binding -3 and ADAM17 inh 12*.
Screening CN(C)CCNC(=O)Cn1c(=O)c2cccn2c2ccc(F)cc21 returned KLK7 zymogen act 0.4, MBD2 inh -8, DDE Tn6 FP inh 3, PLCb3 inh -4, PLCg1 inh -2, ARFGAP1 inhibitor -6, DDE Tn7 FP inh -2, ASAP1 inh -1, UHRF1 binding -6 and ADAM17 inh -4.
CCCCOC(=O)C1CN(c2ccccc2)N=C1C(=O)OCC (stereo unspecified) was read as KLK7 zymogen act -1.2, MBD2 inh 0, DDE Tn6 FP inh -3, PLCb3 inh inactive, PLCg1 inh inactive, ARFGAP1 inhibitor 4, DDE Tn7 FP inh -15, ASAP1 inh 3, UHRF1 binding 13 and ADAM17 inh -73.
For CC1CN(C(=O)c2ccc(S(=O)(=O)Nc3ccccc3Cl)cc2)CC(C)O1 (stereo unspecified) the results were KLK7 zymogen act -0.3, MBD2 inh -1, DDE Tn6 FP inh 7, PLCb3 inh -5, PLCg1 inh 4, ARFGAP1 inhibitor -4, DDE Tn7 FP inh 3, ASAP1 inh -2, UHRF1 binding 2 and ADAM17 inh 0.
Screening CCOCCCNC(=S)N1CCN(Cc2ccco2)CC1 returned KLK7 zymogen act 0.3, MBD2 inh -4, DDE Tn6 FP inh 4, PLCb3 inh 2, PLCg1 inh 7, ARFGAP1 inhibitor -2, DDE Tn7 FP inh 2, ASAP1 inh -5, UHRF1 binding 2 and ADAM17 inh -1.
For NC(=O)c1ccc(-c2ccccc2F)cc1 the results were KLK7 zymogen act 0.8, MBD2 inh 0, DDE Tn6 FP inh -1, PLCb3 inh -4, PLCg1 inh 1, ARFGAP1 inhibitor 15, DDE Tn7 FP inh -7, ASAP1 inh 7, UHRF1 binding 3 and ADAM17 inh -1.
Screening CCOC(=O)c1nnn(-c2nc(OC)nc(N(C)C)n2)c1-c1ccccc1 returned KLK7 zymogen act -0.8, MBD2 inh -3, DDE Tn6 FP inh 4, PLCb3 inh 2, PLCg1 inh 3, ARFGAP1 inhibitor -8, DDE Tn7 FP inh -2, ASAP1 inh -12, UHRF1 binding -2 and ADAM17 inh -1.
For Cc1cccc(N(Cc2ccccc2)C(=O)c2cc(S(=O)(=O)N3CCOCC3)ccc2Cl)c1 the results were KLK7 zymogen act -0.2, MBD2 inh 0, DDE Tn6 FP inh -6, PLCb3 inh -8, PLCg1 inh 1, ARFGAP1 inhibitor 6, DDE Tn7 FP inh 4, ASAP1 inh -7, UHRF1 binding 2 and ADAM17 inh 2.
Screening NS(=O)(=O)c1ccc(-n2nncc2-c2ccco2)cc1 returned KLK7 zymogen act 0.9, MBD2 inh -5, DDE Tn6 FP inh -3, PLCb3 inh -13, PLCg1 inh 2, ARFGAP1 inhibitor -9, DDE Tn7 FP inh -5, ASAP1 inh 3, UHRF1 binding 7 and ADAM17 inh -2.
CCOc1ccccc1N(CC(=O)Nc1cccnc1)S(=O)(=O)c1ccc(C)cc1 was read as KLK7 zymogen act 0.0, MBD2 inh 5, DDE Tn6 FP inh -1, PLCb3 inh -7, PLCg1 inh 1, ARFGAP1 inhibitor -2, DDE Tn7 FP inh 0, ASAP1 inh 1, UHRF1 binding 4 and ADAM17 inh -4.
For C#CCNC(=O)C1=C[C@H](C(C)(C)C)C[C@H](OCCCCO)O1 the results were KLK7 zymogen act 0.2, MBD2 inh -1, DDE Tn6 FP inh -1, PLCb3 inh -7, PLCg1 inh -4, ARFGAP1 inhibitor -3, DDE Tn7 FP inh 0, ASAP1 inh -3, UHRF1 binding 0 and ADAM17 inh -1.
For C=CCOC(=O)C1=C[C@@H](c2cn(C(C)=O)c3ccccc23)C[C@@H](OCc2ccc(CO)cc2)O1 the results were KLK7 zymogen act 0.3, MBD2 inh 5, DDE Tn6 FP inh 4, PLCb3 inh -19, PLCg1 inh -11, ARFGAP1 inhibitor 8, DDE Tn7 FP inh 9, ASAP1 inh 2, UHRF1 binding 13 and ADAM17 inh -2.
`COc1ccc(CNC(=O)CN(C(=O)c2snc(C(N)=O)c2N)c2ccc(F)cc2)cc1` gave KLK7 zymogen act 0.4, MBD2 inh 1, DDE Tn6 FP inh 0, PLCb3 inh -12, PLCg1 inh -2, ARFGAP1 inhibitor 4, DDE Tn7 FP inh -5, ASAP1 inh 7, UHRF1 binding 1 and ADAM17 inh -2.
`C[C@H](CO)N1C[C@H](C)[C@H](CN(C)Cc2cccc(F)c2)Oc2ncc(C3=CCCC3)cc2C1=O` gave KLK7 zymogen act 0.6, MBD2 inh -1, DDE Tn6 FP inh 0, PLCb3 inh -5, PLCg1 inh -2, ARFGAP1 inhibitor -4, DDE Tn7 FP inh 2, ASAP1 inh -10, UHRF1 binding -3 and ADAM17 inh -4.
For COc1ccc(-c2cc3nc(NCCNC(C)=O)n(C)c(=O)c3s2)c(C)c1 the results were KLK7 zymogen act -0.3, MBD2 inh 0, DDE Tn6 FP inh 7, PLCb3 inh 2, PLCg1 inh -2, ARFGAP1 inhibitor 8, DDE Tn7 FP inh 4, ASAP1 inh 1, UHRF1 binding 0 and ADAM17 inh -4.
`Cc1cccc(CNC(=O)C(C)n2nc(C)c3c(C)n(-c4ccccc4)nc3c2=O)c1` (stereo unspecified) gave KLK7 zymogen act 0.7, MBD2 inh 2, DDE Tn6 FP inh 2, PLCb3 inh 4, PLCg1 inh 1, ARFGAP1 inhibitor -4, DDE Tn7 FP inh -5, ASAP1 inh -12, UHRF1 binding 0 and ADAM17 inh -4.
Screening CCCc1ccc2oc(C(=O)NCCCN3CCOCC3)c(C)c2c1 returned KLK7 zymogen act 0.9, MBD2 inh -3, DDE Tn6 FP inh 3, PLCb3 inh -4, PLCg1 inh 3, ARFGAP1 inhibitor -14, DDE Tn7 FP inh -6, ASAP1 inh -4, UHRF1 binding -1 and ADAM17 inh -3.
`CC(C)(C)OC(=O)NC(CCCCNC=O)C(=O)O` (stereo unspecified) gave KLK7 zymogen act 0.1, MBD2 inh -2, DDE Tn6 FP inh 0, PLCb3 inh 3, PLCg1 inh 6, ARFGAP1 inhibitor -6, DDE Tn7 FP inh -8, ASAP1 inh 5, UHRF1 binding 0 and ADAM17 inh 2.
O=C1c2cccc([N+](=O)[O-])c2C(=O)N1c1cccnc1 was read as KLK7 zymogen act -0.7, MBD2 inh 1, DDE Tn6 FP inh -3, PLCb3 inh 0, PLCg1 inh -2, ARFGAP1 inhibitor 10, DDE Tn7 FP inh -1, ASAP1 inh 12, UHRF1 binding -2 and ADAM17 inh -5.
`Cc1cc(C)cc(N(C(=O)c2csnn2)C(C(=O)NC2CCCCC2)c2ccccn2)c1` (stereo unspecified) gave KLK7 zymogen act -0.4, MBD2 inh -3, DDE Tn6 FP inh 2, PLCb3 inh -6, PLCg1 inh -1, ARFGAP1 inhibitor 2, DDE Tn7 FP inh 6, ASAP1 inh -2, UHRF1 binding 0 and ADAM17 inh 0.
`O=C(CCCCCNc1nc(=S)[nH]c2ccccc12)NCCC1=CCCCC1` gave KLK7 zymogen act 0.3, MBD2 inh 6, DDE Tn6 FP inh -3, PLCb3 inh -2, PLCg1 inh 1, ARFGAP1 inhibitor 11, DDE Tn7 FP inh -2, ASAP1 inh 7, UHRF1 binding -1 and ADAM17 inh 1.
Screening CC(=O)c1c(C)[nH]c(C(=O)Nc2ccc(Cl)cc2F)c1C returned KLK7 zymogen act -0.6, MBD2 inh 0, DDE Tn6 FP inh -2, PLCb3 inh 2, PLCg1 inh 3, ARFGAP1 inhibitor 12, DDE Tn7 FP inh -3, ASAP1 inh 5, UHRF1 binding -1 and ADAM17 inh 3.
Screening CN(CC(=O)Nc1ccccc1Cl)CC(=O)Nc1sc2c(c1C(N)=O)CCC2 returned KLK7 zymogen act 0.4, MBD2 inh -2, DDE Tn6 FP inh -5, PLCb3 inh -15, PLCg1 inh -12, ARFGAP1 inhibitor 6, DDE Tn7 FP inh -6, ASAP1 inh -11, UHRF1 binding 1 and ADAM17 inh -2.
C=CCNC(=O)c1cc2c(=O)c3ccccc3oc2nc1C was read as KLK7 zymogen act 0.3, MBD2 inh -1, DDE Tn6 FP inh -2, PLCb3 inh -7, PLCg1 inh -2, ARFGAP1 inhibitor 13, DDE Tn7 FP inh -12, ASAP1 inh 10, UHRF1 binding 1 and ADAM17 inh -1.
`CC(Oc1cc2oc(=O)c3c(c2cc1Cl)CCC3)C(=O)NCc1ccccn1` (stereo unspecified) gave KLK7 zymogen act 0.4, MBD2 inh -3, DDE Tn6 FP inh 0, PLCb3 inh -8, PLCg1 inh -5, ARFGAP1 inhibitor -1, DDE Tn7 FP inh -1, ASAP1 inh 6, UHRF1 binding -1 and ADAM17 inh -13.
For Cc1ccsc1C(=O)Nc1cccc(-n2cnnn2)c1 the results were KLK7 zymogen act 0.3, MBD2 inh -4, DDE Tn6 FP inh -1, PLCb3 inh -7, PLCg1 inh -1, ARFGAP1 inhibitor 2, DDE Tn7 FP inh -2, ASAP1 inh 1, UHRF1 binding -3 and ADAM17 inh -3.
`Cc1ccc(-n2nc(C)c3c(-c4cccs4)c(C#N)c(N)nc32)cc1` gave KLK7 zymogen act -1.4, MBD2 inh -6, DDE Tn6 FP inh 4, PLCb3 inh -145, PLCg1 inh -105, ARFGAP1 inhibitor 7, DDE Tn7 FP inh 4, ASAP1 inh 2, UHRF1 binding -1 and ADAM17 inh -5.
COc1cccc(/C=N/NC(=O)CNC(=O)COc2cccc(C)c2)c1O was read as KLK7 zymogen act -22, MBD2 inh 4, DDE Tn6 FP inh 0, PLCb3 inh -89, PLCg1 inh -60, ARFGAP1 inhibitor 7, DDE Tn7 FP inh 5, ASAP1 inh 0, UHRF1 binding 2 and ADAM17 inh -4.
Screening COc1ccc(C2CC(=O)C(C=NCCN3CCN(C(C)=O)CC3)=C(O)C2)cc1 (stereo unspecified) returned KLK7 zymogen act 0.2, MBD2 inh 3, DDE Tn6 FP inh -4, PLCb3 inh -1, PLCg1 inh -2, ARFGAP1 inhibitor 8, DDE Tn7 FP inh 10, ASAP1 inh -11, UHRF1 binding -2 and ADAM17 inh -3.
`O=C(CN1CCCC1)N1c2ccccc2Sc2ccc(Cl)cc21` gave KLK7 zymogen act 0.2, MBD2 inh 2, DDE Tn6 FP inh 2, PLCb3 inh 4, PLCg1 inh 5, ARFGAP1 inhibitor 6, DDE Tn7 FP inh -8, ASAP1 inh -10, UHRF1 binding 2 and ADAM17 inh 1.

2 successive compounds out of the list so far, for reference:
Screening COc1ccc(C2CC(=O)C(C=NCCN3CCN(C(C)=O)CC3)=C(O)C2)cc1 (stereo unspecified) returned KLK7 zymogen act 0.2, MBD2 inh 3, DDE Tn6 FP inh -4, PLCb3 inh -1, PLCg1 inh -2, ARFGAP1 inhibitor 8, DDE Tn7 FP inh 10, ASAP1 inh -11, UHRF1 binding -2 and ADAM17 inh -3.
`O=C(CN1CCCC1)N1c2ccccc2Sc2ccc(Cl)cc21` gave KLK7 zymogen act 0.2, MBD2 inh 2, DDE Tn6 FP inh 2, PLCb3 inh 4, PLCg1 inh 5, ARFGAP1 inhibitor 6, DDE Tn7 FP inh -8, ASAP1 inh -10, UHRF1 binding 2 and ADAM17 inh 1.
